All columns: NCI-60 one-dose screen, growth in % after 48 h at 10 µM unless noted; 100 = growth as untreated, 0 = no growth, -100 = all killed.
CAKI-1: CAKI-1 renal cancer; hit rate 4.7% among 75,000
TK-10: TK-10 renal cancer cells; hit rate 3.9% among 81,000; AID 1794769
UO-31: UO-31 renal cancer; hit rate 5.2% among 81,000; AID 1794768
786-0: 786-0 renal cancer cells | hit rate 5.1% among 81,000 | AID 1794775
SF-268: SF-268 CNS cancer cells; hit rate 3.1% among 82,000
SN12C: SN12C renal cancer cells | hit rate 3.8% among 81,000
U251: U251 CNS tumor cells; hit rate 5.4% among 80,000
SF-295: SF-295 CNS cancer cells. hit rate 5.6% among 79,000. AID 1794758
Starred values were filed as active, the others as inactive; / = not tested or not shown; & = joins results of further samples. The calls were made as follows: active = growth percent below 10; inactive = the rest.

SMILES	CAKI-1	TK-10	UO-31	786-0	SF-268	SN12C	U251	SF-295
COc1cc(/C=C/c2cc(/C=C/c3ccc(O)c(OC)c3)[nH]c(=O)n2)ccc1O	89	103	54	83	48	62	56	93
Cc1c2cnccc2c(C)c2c1c1cc(O)ccc1n2C(C)C	16	56	-3.9*	5.6*	9.0*	-6.8*	18	34
OCCN1CCCCCC1	/	102	93	97	104	104	97	/
Cc1ccc2c(Cn3cc(CSc4nc5cc(Cl)ccc5o4)nn3)cc(=O)oc2c1	102	116	88	103	99	97	109	106
COc1ccc(C(=O)C(C(c2ccccc2)N2CCOCC2)N2CCOCC2)cc1 (stereo not given)	97	98	86	98	105	93	95	95
CC(C)C[C@H](NC(=O)CNC(=O)[C@H](C)NC(=O)[C@H](CCCNC(=N)N)NC(=O)[C@H](CO)NC(=O)[C@H](CO)NC(=O)[C@H](CCCNC(=N)N)NC(=O)[C@@H](N)CO)C(=O)N[C@H](CCC(N)=O)C(=O)N[C@@H](Cc1ccccc1)C(=O)N1CCC[C@H]1C(=O)N[C@H](C(=O)NCC(=O)N[C@@H](CCCNC(=N)N)C(=O)N[C@H](C(=O)N[C@H](Cc1cnc[nH]1)C(=O)N[C@@H](CCCNC(=N)N)C(=O)N[C@@H](Cc1cnc[nH]1)C(=O)N[C@H](CC(C)C)C(=O)N[C@@H](CCCNC(=N)N)C(=O)N[C@@H](CCCCN)C(=O)O)C(C)C)C(C)C	100	106	105	99	113	107	95	107
C(=C\c1ccccc1)/CN1CCN(C(c2ccccc2)c2ccccc2)CC1	/	110	71	95	99	90	/	/
CC(=C/c1ccccc1)/C=C1/SC(=S)N(CCc2ccc(O)cc2)C1=O	83	116	70	101	91	95	98	99
O=c1ncc2c([nH]1)-c1cn(Cc3ccccc3)c(-c3ccccc3)c1CC2	75	265	84	93	127	95	94	85
COc1cc(/C=C/C(=O)O)ccc1OC(C)=O	98	93	86	102	104	100	98	97
C[N+](C)(C)CCOC(OCC[N+](C)(C)C)(c1ccccc1)c1ccccc1	101	109	89	114	/	100	104	117
CC(=O)C12OC(C)(C)OC1CC1C3CCC4=CC(=O)CC4(C)C3CCC12C (stereo not given)	84	121	80	99	97	101	101	/

Single entries from the list.
SF-268 result of C(=C\c1ccccc1)/CN1CCN(C(c2ccccc2)c2ccccc2)CC1 = 99
U251 result of Cc1c2cnccc2c(C)c2c1c1cc(O)ccc1n2C(C)C = 18

The listing picks up, repeating the four entries before the break.
SMILES	CAKI-1	TK-10	UO-31	786-0	SF-268	SN12C	U251	SF-295
O=c1ncc2c([nH]1)-c1cn(Cc3ccccc3)c(-c3ccccc3)c1CC2	75	265	84	93	127	95	94	85
COc1cc(/C=C/C(=O)O)ccc1OC(C)=O	98	93	86	102	104	100	98	97
C[N+](C)(C)CCOC(OCC[N+](C)(C)C)(c1ccccc1)c1ccccc1	101	109	89	114	/	100	104	117
CC(=O)C12OC(C)(C)OC1CC1C3CCC4=CC(=O)CC4(C)C3CCC12C (stereo not given)	84	121	80	99	97	101	101	/
CCn1c(SCc2ccccc2)nnc1-c1nn(-c2ccc(Cl)cc2Cl)c(-c2ccc(Cl)cc2)c1C	57	85	44	73	59	50	66	45
N#C/C(=C\c1cc(Cl)cc(Cl)c1O)C(/C(C#N)=C/c1cc(Cl)cc(Cl)c1O)c1ccc2c(c1)OCO2 (stereo not given)	122	92	75	100	101	100	95	/
CS(=O)(=O)Nc1ccc(C(=O)NC(C(=O)NO)c2ccc(N3CCC(F)CC3)cc2)cc1 (stereo not given)	98	107	93	99	104	98	105	98
Ic1cccc2ccccc12	112	102	83	105	105	99	115	114
O=c1nc2c(n[nH]1)c1ccccc1n2Cc1ccccc1	86	115	79	97	96	98	87	98
CN1C(=O)C2(Nc3cc(Cl)ccc3S2)c2cc(Cl)ccc21 (stereo not given)	82	125	57	102	94	82	93	99
CCN(CC)c1ccc(C=Nc2cc(C(C)C)c(O)cc2C)cc1	97	102	83	103	103	/	90	97
COc1ccc(Nc2nc(N)nc3c2CCc2occc2-3)cc1	/	121	84	96	100	99	103	86
Cc1ccc(S(=O)(=O)C(C)(C)C)cc1	107	105	93	103	/	104	98	101
OC(c1cc(C(F)(F)F)nc2c(C(F)(F)F)cccc12)C1CCCCN1 (stereo not given)	48	12	42	57	48	/	/	88
Cc1ccc(C2CC(c3cccc(Nc4ccncc4)c3)=Nc3c(N)nc(N)nc3N2)cc1 (stereo not given)	72	100	75	36	63	61	42	67
CC1(C)C2CC=C(/C=N\N=C\C3=CCC4CC3C4(C)C)C1C2	98	96	86	107	98	102	102	93
C=C1CC[C@H]2[C@@](C)(CCC3OC(c4ccc(OCc5cn(C6OC(COC(C)=O)[C@H](OC(C)=O)C(OC(C)=O)C6OC(C)=O)nn5)cc4)OC[C@]32C)[C@@H]1/C=C/C1=CCOC1=O (stereo not given in full)	97	131	83	108	99	98	100	102
CCOC(=O)/C(O)=C(\C#N)c1ccc(C)cc1	103	106	89	106	102	103	100	106
Cc1ccc([N+](=O)[O-])cc1NC(=O)Nc1cccc(F)c1	53	69	68	72	100	89	64	50
CCCCCCCCCCOc1cc2c(=O)c(C(=O)OCC)c[nH]c2cc1OCC	89&88	102&86	80&90	102&105	107&98	100&86	104&69	104&82
CC(C)[C@H](C(=O)N(C(=O)NC1CCCCC1)C1CCCCC1)N1C(=O)c2ccccc2C1=O	81	73	84	95	95	101	97	88
CCC1(C2=CCCCC2)C(=O)NC(=O)N=C1N (stereo not given)	104	114	102	106	95	95	112	108
Cc1cc(=O)[nH]n1-c1ccc(C(F)(F)F)cc1N	/	114	73	102	104	118	106	/
Nc1nc2ccc([N+](=O)[O-])cc2[nH]1	84	122	84	102	115	98	106	112
FC(F)(F)C(Cl)Br (stereo not given)	104	112	99	94	105	115	101	/
COc1ccc(C/C(C)=C(\c2ccc(Cl)cc2)c2ccc(OCCN3CCCCC3)cc2)cc1	87	97	74	94	100	94	92	101
C#CCOc1cccc(Nc2ncnc3cc(NC(=O)CCl)ccc23)c1	-58*	-85*	-89*	-69*	-56*	-83*	-79*	-93*
COc1ccc2ccc(-c3nn(-c4ccc(C(=O)O)cc4)cc3CO)cc2c1	102	96	86	103	92	104	98	104
Cc1cnc(C(=O)NCCc2ccc(S(=O)(=O)NC(=O)NC3CCCCC3)cc2)cn1	92&92	96&114	89&88	96&101	100&110	102&100	100&99	107&100
CC(=O)[C@@]1(O)CC[C@H]2[C@@H]3CC[C@@]4(C)C[C@@H](O)CC[C@]4(C)[C@H]3C(=O)C[C@@H]21	102	83	87	101	98	94	95	102
O=[N+]([O-])c1ccc(-[n+]2cc([O-])on2)cc1	95	102	83	106	100	113	103	126
COc1ccc2c(c1OC)CO[C@@H]2[C@H]1c2c(cc3c(c2OC)OCO3)CCN1S(=O)(=O)c1cn(C)cn1	32	54	46	42	41	41	9.3*	14
COc1ccc(C(=O)C[n+]2ccccc2Cl)cc1	95	101	94	96	107	102	103	94
COc1cc(CCC(N)c2cccc(O)c2)cc(OC)c1OC (stereo not given)	101	119	77	101	88	94	99	112
O=C(NCCN1CCOCC1)C(Cl)Cl	98	97	91	97	107	105	103	97
O=C(O)C1C2CC(C(Br)C2Br)C1C(=O)O (stereo not given)	98&92	100&107	112&84	103&113	112&105	92&99	103&103	116&119
COc1cccc2cc(-c3cc4ccccc4[nH]3)c(=Nc3ccc(Cl)cc3)oc12	85	140	88	96	96	101	99	103
Cc1ccc(-c2n[nH]c(=O)c3c2sc2ncc(-c4ccc(C)cc4)n23)cc1	95	107	84	105	100	103	94	110
NCCCC(C(=O)O)N(C(=O)OCc1ccccc1)C(=O)OCc1ccccc1 (stereo not given)	107	99	91	107	98	109	102	/
CC1CN=C2C=CC=CN2C1=O (stereo not given)	/	102	80	109	93	113	97	104

Single records, as listed above. Order of screens: CAKI-1	TK-10	UO-31	786-0	SF-268	SN12C	U251	SF-295
`COc1ccc(Nc2nc(N)nc3c2CCc2occc2-3)cc1` reads /	121	84	96	100	99	103	86
`COc1ccc(C(=O)C(C(c2ccccc2)N2CCOCC2)N2CCOCC2)cc1` (stereo not given) reads 97	98	86	98	105	93	95	95
`C#CCOc1cccc(Nc2ncnc3cc(NC(=O)CCl)ccc23)c1` reads -58*	-85*	-89*	-69*	-56*	-83*	-79*	-93*
`OCCN1CCCCCC1` reads /	102	93	97	104	104	97	/
`COc1ccc(C(=O)C[n+]2ccccc2Cl)cc1` reads 95	101	94	96	107	102	103	94

(next part)
SMILES	CAKI-1	TK-10	UO-31	786-0	SF-268	SN12C	U251	SF-295
Cn1cc(-c2nc(-c3c[nH]c4ncccc34)cs2)c2cc(Cl)ccc21	36	43	/	46	65	54	40	24
C#CC(O)c1ccc(Cl)cc1Cl (stereo not given)	86	105	91	104	103	103	111	99
CCCCCCCCCCCCCCCCCCCCCCOC(=O)CCC(=O)OCCCCCCCCCCCCCCCCCCCCCC	100	/	78	102	97	101	108	105
O=C(NNC(=O)c1ccncc1)OCCOCCOC(=O)NNC(=O)c1ccncc1	104	97	81	103	105	/	102	98
C/C=C(\C)CCC(C)(O)CC (stereo not given)	102	106	90	106	107	100	/	111
CC(C)C1CCCCC1O (stereo not given)	101	110	/	/	99	102	100	111
O=C(CC(NC(=O)OCc1ccccc1)C(=O)OCc1ccccc1)OCc1ccccc1 (stereo not given)	99	98	103	106	103	102	90	110
Cc1ccccc1OCc1cccc(Cl)c1	102	106	101	/	102	104	104	112
O=C1NC(=S)S/C1=C\c1ccc(F)cc1	98	98	70	104	102	100	98	107
COC(=O)CCc1ccc(OC)cc1	101	112	86	101	109	112	95	/
NC1(C(=O)N[C@@H](CCO)c2ccc(Cl)cc2)CCN(c2ncnc3[nH]ccc23)CC1	34	14	17	1.3*	61	56	35	-3.5*
CC1=C(C(=O)Nc2ccccc2)C(c2cccc([N+](=O)[O-])c2)C(C(=O)Nc2ccccc2)=C(C)N1	67	92	/	74	65	74	69	54

In the list so far, two have a cyano group:
SMILES	CAKI-1	TK-10	UO-31	786-0	SF-268	SN12C	U251	SF-295
N#C/C(=C\c1cc(Cl)cc(Cl)c1O)C(/C(C#N)=C/c1cc(Cl)cc(Cl)c1O)c1ccc2c(c1)OCO2 (stereo not given)	122	92	75	100	101	100	95	/
CCOC(=O)/C(O)=C(\C#N)c1ccc(C)cc1	103	106	89	106	102	103	100	106

More compounds follow:
SMILES	CAKI-1	TK-10	UO-31	786-0	SF-268	SN12C	U251	SF-295
O=C(O)c1cccc([N+](=O)[O-])c1/C=C/c1ccc(Cl)cc1	98	/	92	99	95	103	98	89
COC(=O)c1cc(O)c2cc3c(cc2c1-c1cc(OC)c(OC)c(OC)c1)OCO3	30	43	45	30	48	34	42	26
O=[N+]([O-])c1ccccc1CSc1ncnc2nc[nH]c12	102	108	94	100	107	98	100	103
O=C(c1ccccc1)c1ccc(C2CCCCC2)cc1	82	81	98	90	100	91	89	94
Nc1nc(N)c(C=Nc2ccc(Br)cc2)c(Nc2ccc(Br)cc2)n1	69	127	75	93	81	99	95	83
CS(=O)(=O)Nc1cc(-c2ccc3ncnc(Nc4cccc(Cl)c4F)c3c2)cnc1Cl	20	35	29	30	24	37	34	35
OCCN(CCO)c1ccc2c(c1)Cc1ccccc1-2	85	110	65	108	92	97	84	99
CCOC(=O)C1=C(c2ccccc2)N=C2N(c3ccccc3)N=C(C(C)=O)N2C1c1ccc(Cl)cc1 (stereo not given)	87	97	83	97	94	94	95	91
Nc1nc(Nc2cccnc2)nn1Cc1ccccc1	93	112	92	105	100	94	101	104
NC1=NN(c2c(Cl)cc(Cl)cc2Cl)C(=O)C1	99&106	102&107	87&77	97&105	105&112	100&101	101&100	103&83
O=C(O)CSC(SCC(=O)O)c1ccccc1	102	97	93	106	110	101	98	112
C(=N\n1cnnc1)/c1ccc2c(c1)CCC2	103	106	85	110	103	95	/	106
CC(=O)OCC(=O)O[C@@H]1C[C@]2(C(C)C)O[C@@]1(C)[C@@H]1CC[C@@H](C)[C@H]1[C@@H]2OC(=O)/C=C/c1ccccc1	-2.1*	81	-83*	66	51	20	75	89

Rows are unselected. About 9.2% of those tested had a hit in this group.
